# Ba/F3 V617F tox: reduce viability of Ba/F3 cells dependent on JAK2V617F. Ba/F3 EpoR-JAK2V617F viability, ATP luminescence. inhibition, % at 5.6 µM. 220,000 tested, 1.1% active;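 active = inhibition above the campaign mean plus 3 SD over all tested compounds, cut at about 24% in these data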;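 note: cytokine-independent growth of Ba/F3 cells driven by EpoR plus mutant JAK2; 0% = DMSO-treated cells and 100% = JAK inhibitor I control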
# RBBP9 inh: blocks human serine hydrolase RBBP9; 220,000 tested, 0.2% active; O75884; inhibition, % at 7.94 µM; recombinant RBBP9, FP-Rh probe fluorescence polarization;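 active = inhibition above the campaign mean of all tested compounds plus 3 SD, cut at about 14% in these data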;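 note: plate controls were DMSO wells with RBBP9 for no effect and wells lacking RBBP9 protein for full effect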
# Target sequence (O75884 whole entry, looked up): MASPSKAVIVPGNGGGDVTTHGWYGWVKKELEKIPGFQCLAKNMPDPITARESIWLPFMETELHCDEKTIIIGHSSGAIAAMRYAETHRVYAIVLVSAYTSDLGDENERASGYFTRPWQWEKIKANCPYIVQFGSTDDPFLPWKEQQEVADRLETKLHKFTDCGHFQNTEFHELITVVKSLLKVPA
#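 System: RBBP9 protein / Quantity: 2.5 µM RBBP9 dispensing solution, before mixing / Also added: Serine-hydrolase probe FP-Rh, 375 nM pre-mixing / Dosing: 7.94 µM single dose, 0.794% DMSO / Timing: enzyme-compound preincubation 30 min, then probe labeling 45 min, 25 °C / Signal: FP readout at 525/598 nm / Controls: DMSO-treated enzyme wells and wells lacking RBBP9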
# PPC-1+TRAIL kill: compounds killing PPC-1 cancer cells with TRAIL present (potentiator screen, no TRAIL-free arm). AID 1443. 220,000 tested, 0.41% active. PPC-1 cells + TRAIL, ATPLite viability luminescence. cell killing (% activity), % at 4 µM;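 active = cell killing above 50% in the first pass at 4 µM, then a duplicate retest at 5 µM averaging 50% or more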;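 note: plate controls were cells with TRAIL plus DMSO for no effect and medium-only wells lacking cells for full effect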
# p47phox inh: p47phox (human) inhibition. p47phox/p22phox peptide binding, fluorescence polarization, 2 h. inhibition, % at 24.7 µM. 220,000 tested, 0.53% active. AID 1274;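 active = inhibition above about 30%, limit read from the data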;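 note: 0% = p47phox with labelled peptide and 100% = labelled peptide alone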
# BaF3 parental: parental Ba/F3 viability inhibition as JAK2V617F counter-screen | CellTiter-Glo ATP luminescence | inhibition, % at 5.6 µM | 220,000 tested, 1.1% active | AID 1486;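 active = inhibition above a per-campaign cutoff, the mean inhibition of all tested compounds plus 3 SD, cut at about 27% in these data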;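 note: 0% = DMSO wells and 100% = JAK Inhibitor I control wells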
# TbHK1 inh: blocks Trypanosoma brucei hexokinase 1 activity. inhibition, % at 10 µM. 220,000 tested, 0.11% active. recombinant TbHK1, G6PDH-coupled NADH A340;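 active = inhibition of 50% or more in the single-dose primary screen; inactive = inhibition below 50%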
# p97 inhibitor: human p97 ATPase inhibition; AID 1481; P55072; inhibition, % at 8 µM; recombinant p97 ATPase, Kinase-Glo ATP luminescence, 3 h; 220,000 tested, 0.42% active; in the data active = inhibition above about 15%;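 note: 0% = DMSO vehicle and 100% = wells lacking enzyme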
# EP2 antag: inhibitors of human EP2 prostaglandin E2 receptor | 260,000 tested, 0.52% active | P43116 | C6 glioma cells expressing human EP2, cAMP TR-FRET; cells stimulated with saturating PGE2 | inhibition, % at 25 µM;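 active = percent inhibition above 40 after rounding to a whole number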;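 note: rat C6 glioma host cells with rolipram phosphodiesterase inhibitor present; the protocol text gives 20 µM as final concentration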
# Furin inhibitor: human furin inhibition | 220,000 tested, 0.061% active | inhibition, % at 30 µM | AID 463115 | P09958 | purified furin, fluorogenic substrate cleavage; in the data active = inhibition above about 25%; note: inactives centre near -15
# Target sequence (P09958 108-714 limits assumed): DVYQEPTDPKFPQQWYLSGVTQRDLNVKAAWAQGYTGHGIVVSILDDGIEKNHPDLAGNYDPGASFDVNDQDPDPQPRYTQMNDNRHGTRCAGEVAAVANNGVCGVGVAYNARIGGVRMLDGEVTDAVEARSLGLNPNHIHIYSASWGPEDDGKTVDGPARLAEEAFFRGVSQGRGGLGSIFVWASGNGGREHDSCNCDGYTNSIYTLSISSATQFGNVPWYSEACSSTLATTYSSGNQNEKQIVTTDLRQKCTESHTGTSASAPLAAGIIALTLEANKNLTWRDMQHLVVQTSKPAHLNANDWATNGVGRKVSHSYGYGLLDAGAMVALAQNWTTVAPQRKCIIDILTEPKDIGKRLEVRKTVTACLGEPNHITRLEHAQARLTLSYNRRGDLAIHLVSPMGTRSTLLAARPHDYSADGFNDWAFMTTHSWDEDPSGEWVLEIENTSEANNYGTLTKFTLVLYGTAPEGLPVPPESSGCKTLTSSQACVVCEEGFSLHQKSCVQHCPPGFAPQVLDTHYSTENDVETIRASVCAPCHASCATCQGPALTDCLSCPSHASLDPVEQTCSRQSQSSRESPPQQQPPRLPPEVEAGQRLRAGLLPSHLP
# * marks the source's active call; other numbers are inactive results; / = no result given; & = joins results of further samples; [ ] = dose if it differs, or a comment.
item	mol	Ba/F3 V617F tox	RBBP9 inh	PPC-1+TRAIL kill	p47phox inh	BaF3 parental
1	CC(C)c1ccccc1NC(=S)NN(Cc1ccccc1)c1ccccc1	-3	-14	18	-1	2
2	COc1ccc(-c2nnn(CC(=O)N(c3cccc(O)c3)C(C)C(=O)NC3CCCC3)n2)cc1OC (stereo not given)	0	-5	2	-8	-5
3	CC1CCN(c2ccc(C(=O)OCC(=O)NCCN3C(=O)CSC3=O)cc2[N+](=O)[O-])CC1	-3	-4	6	1	6
4	CC1CCCN(c2oc(-c3cccc4ccccc34)nc2C#N)C1 (stereo not given)	-3	1	20	-2	1
5	CC(C)OC(=O)c1nnn(-c2nonc2N)c1CN1CCc2ccccc2C1	-4	-6	19	-7	0
6	CCOC(=O)c1c(C)[nH]c(C(=O)COC(=O)c2ccc(O)cc2O)c1C	0	5	5	-14	1
7	Cn1ncc2c(Nc3ccc(-c4ccccc4)cc3)ncnc21	3	-10	20	-2	4
8	OCCNCCNCc1ccccc1OCc1ccccc1	0	-6	23	-13	8
9	CNC(=O)c1nc(C)n(-c2cc(Cl)ccc2Cl)n1	1	-10	8	-7	0
10	Cc1ccc(NC(=O)c2cc(=O)c3ccccc3o2)cc1S(=O)(=O)N1CCCCC1	1	-5	13	-5	4
11	CN(C)S(=O)(=O)c1cc(C(=O)OCCn2cnc3c2c(=O)n(C)c(=O)n3C)ccc1Cl	-1	2	7	-7	-1
12	N/C(=N\OC(=O)c1ccccc1[N+](=O)[O-])c1cccnc1	3	13	44	0	-2

item	TbHK1 inh	p97 inhibitor	EP2 antag	Furin inhibitor
1	1	-4	8	-9[20 µM]
2	-7	2	-1	-21
3	-7	1	7	-9
4	-1	3	6	-23
5	1	3	16	-25
6	-13	2	6	-13
7	-13	-1	15&11	-17
8	2	10	6	-13
9	2	-2	13	-3[20 µM]
10	-7	1	3	-3
11	0	3	5	-26
12	1	2	10	-10[20 µM]

# Shown bar-delimited: 4 of the compounds above.
No. | SMILES | Ba/F3 V617F tox | RBBP9 inh | PPC-1+TRAIL kill | p47phox inh | BaF3 parental | TbHK1 inh | p97 inhibitor | EP2 antag | Furin inhibitor
1 | CC(C)c1ccccc1NC(=S)NN(Cc1ccccc1)c1ccccc1 | -3 | -14 | 18 | -1 | 2 | 1 | -4 | 8 | -9[20 µM]
2 | COc1ccc(-c2nnn(CC(=O)N(c3cccc(O)c3)C(C)C(=O)NC3CCCC3)n2)cc1OC (stereo not given) | 0 | -5 | 2 | -8 | -5 | -7 | 2 | -1 | -21
3 | CC1CCN(c2ccc(C(=O)OCC(=O)NCCN3C(=O)CSC3=O)cc2[N+](=O)[O-])CC1 | -3 | -4 | 6 | 1 | 6 | -7 | 1 | 7 | -9
4 | CC1CCCN(c2oc(-c3cccc4ccccc34)nc2C#N)C1 (stereo not given) | -3 | 1 | 20 | -2 | 1 | -1 | 3 | 6 | -23

# Next section:
item	mol	Ba/F3 V617F tox	RBBP9 inh	PPC-1+TRAIL kill	p47phox inh	BaF3 parental
13	Cc1cc(C)n(-c2ccc(C(=O)OCC(=O)NC(c3ccccc3)c3ccccc3)cc2)n1	0	1	27	-2	4
14	Cc1cc(=O)n2[nH]c(-c3ccc(C(C)(C)C)cc3)cc2n1	2&0	-7&-1	30&3	-5&-15	3&6
15	Nn1c(COc2cccc(Br)c2)nnc1SCC(=O)N1CCc2ccccc2C1	-2	2	4	1	-1
16	NNC(=O)c1oc2ccccc2c1-n1cccc1	6	-3	20	4	9
17	CC(=O)N1NC(=Nc2ccccc2)SC1(C)C	-1	-6	2	-10	9
18	Cc1ccc(SCC(=O)c2c(C)nc3ccccn23)cc1	0	-6	11	3	4
19	O=C(CCC(=O)N1CCN(C2CCCC2)CC1)Nc1nnc(C(F)(F)F)s1	1	2	20	-7	6
20	C=CCOc1ccc(Br)cc1CNCC	1	-7	3	2	2
21	O=C(CSc1nnc(COc2ccc(Cl)cc2)o1)N1CCOCC1	-1	-7	-2	4	0
22	COc1ccc(Oc2nc3ccccc3nc2C(F)(F)F)cc1	-4	-1	-8	-20	0
23	COc1cc(C(=O)N2c3ccccc3CC2C)cc(OC)c1OC (stereo not given)	-2	-4	-3	-14	6
24	O=C(NCC1COc2ccccc2O1)c1cn(Cc2ccc(F)cc2)nn1 (stereo not given)	-1	-9	10	-1	5

item	TbHK1 inh	p97 inhibitor	EP2 antag	Furin inhibitor
13	-9	0	11	-18
14	-7&-5	2&2	12&11	-11
15	8	-1	12	-24
16	-1	2	5	-10
17	-1	2	10	-28
18	-13	2	12	-11
19	-5	1	12	-7
20	-3	-2	6	-11
21	-1	2	7	-9
22	-12	2	5	-18[20 µM]
23	2	-2	12	-18[20 µM]
24	6	2	12	-3

# The results go on.
item	mol	Ba/F3 V617F tox	RBBP9 inh	PPC-1+TRAIL kill	p47phox inh	BaF3 parental
25	Cc1ccccc1Oc1ccc(S(=O)(=O)NCCC(=O)O)cc1	3	-8	-3	-10	-1
26	COc1ccc(OCc2cccc(C(=O)NN)c2)cc1	1	-14	26	-2	5
27	CCCOc1ccc(N2C(=O)CC(N3CCN(c4ccccc4F)CC3)C2=O)cc1 (stereo not given)	1	4	2	-5	2
28	CC1=C(C(=O)OCc2ccccc2)C(c2ccco2)n2ncnc2N1 (stereo not given)	-1	5	12	0	3
29	CCOc1ccccc1/C=N/NC(=O)Cc1csc(Nc2cccc(C(F)(F)F)c2)n1	-2	-3	-5	-35	3
30	O=C(COc1ccccc1)Nc1ccccc1Cl	-1	-7	/	-2	3
31	COc1ccc(S(=O)(=O)N2CCCC2C(=O)Nc2ccc(C)cc2)cc1 (stereo not given)	3	0	26	-5	9
32	O=C(NCc1ccccn1)Nc1ccc2c(c1)OCO2	2	-11	26	-8	1
33	CCOc1ccccc1C(=O)Nc1nnc(SCC(=O)N2CCOCC2)s1	7	-5	19	4	12
34	O=C(O/N=C(\c1ccccc1)c1ccncc1)c1ccccc1F	-1	-8	1	-1	7
35	O=C(Nc1cccnc1)c1sc(Nc2ccccc2F)nc1-c1ccccc1	0	-1	-4	-4	5
36	Cc1cccc(NC(=O)CCn2cnnn2)c1	-1	-5	-7	-3	9

item	TbHK1 inh	p97 inhibitor	EP2 antag	Furin inhibitor
25	-1	-7	7	-6
26	-7	-1	6	-17
27	2	5	4	-30
28	3	3	9	-19
29	-10	2	12	-15[20 µM]
30	2	2	11	-23
31	-5	0	-2	-7[20 µM]
32	-6	-1	5	-23[20 µM]
33	6	-5	3	-1
34	2	2	9	-28
35	-2	0	8	-33
36	0	4	7	-33

# 3 compounds already listed, sorted by formula weight, descending:
item	mol	Ba/F3 V617F tox	RBBP9 inh	PPC-1+TRAIL kill	p47phox inh	BaF3 parental
28	CC1=C(C(=O)OCc2ccccc2)C(c2ccco2)n2ncnc2N1 (stereo not given)	-1	5	12	0	3
34	O=C(O/N=C(\c1ccccc1)c1ccncc1)c1ccccc1F	-1	-8	1	-1	7
32	O=C(NCc1ccccn1)Nc1ccc2c(c1)OCO2	2	-11	26	-8	1

item	TbHK1 inh	p97 inhibitor	EP2 antag	Furin inhibitor
28	3	3	9	-19
34	2	2	9	-28
32	-6	-1	5	-23[20 µM]

# (list continues)
item	mol	Ba/F3 V617F tox	RBBP9 inh	PPC-1+TRAIL kill	p47phox inh	BaF3 parental
37	Cc1ccc(/C=N/N2C(=S)SC(C)(C)C2N(O)C(=O)Nc2ccc([N+](=O)[O-])cc2)cc1 (stereo not given)	-2	-4	17	-16	0
38	CCc1nnc(NC(=O)c2cc(-c3ccco3)nc3ccccc23)s1	-1	-2	22	1	4
39	CN(C)CCCN(C(=O)CCc1ccccc1)c1nc2c(F)cccc2s1	3	-11	15	-3	5
40	OCCN1CCOCCOCCN(CCO)CCN(CCO)CC1	10	-7	7	-6	9
41	CCCN1CCC(=O)N([C@H](CSc2ccc(C)cc2)c2ccccc2)CC1	/	/	-2	-16	/
42	CSc1nc2ccc(S(N)(=O)=O)cc2s1	4	0	24	5	8
43	O=C(CN(c1ccccc1)S(=O)(=O)c1ccc(F)cc1)N1CCCCCC1	-4	-4	-9	-9	-1
44	CCOC(=O)Cn1nc(C)n(-c2c(C)cccc2C)c1=O	5	-5	12	0	9
45	CN(CCCNC(=O)C1CCN(S(=O)(=O)N2CCC3(CC2)OCCO3)CC1)Cc1ccccc1	5	-3	7	-13	10
46	CCOC(=O)C1NN=C(C(=O)c2ccccc2)C1c1ccccc1 (stereo not given)	-6	-8	1	-27	3
47	O=C(NN1C(=O)c2ccc3c4c(ccc(c24)C1=O)CC3)c1ccc(Br)cc1	-6	-7	12	-5	0
48	CCOC(=O)CC(NC(=O)Cc1ccc(F)cc1)c1ccccc1Cl (stereo not given)	4	-3	4	-19	10

item	TbHK1 inh	p97 inhibitor	EP2 antag	Furin inhibitor
37	-21	4	8	-20[20 µM]
38	-9	1	9	-22
39	2	-9	7	-8
40	9	-1	8	3[20 µM]
41	3	/	14	-23
42	3	-7	2	-11
43	4	-1	11	-24[20 µM]
44	-5	-4	6	-17
45	4	0	10	-11[20 µM]
46	-5	7	7	-23
47	-3	9	7	-28[20 µM]
48	33	-2	8	-3

# Fetched by compound from above, four records:
item	mol	Ba/F3 V617F tox	RBBP9 inh	PPC-1+TRAIL kill	p47phox inh	BaF3 parental
44	CCOC(=O)Cn1nc(C)n(-c2c(C)cccc2C)c1=O	5	-5	12	0	9
21	O=C(CSc1nnc(COc2ccc(Cl)cc2)o1)N1CCOCC1	-1	-7	-2	4	0
43	O=C(CN(c1ccccc1)S(=O)(=O)c1ccc(F)cc1)N1CCCCCC1	-4	-4	-9	-9	-1
48	CCOC(=O)CC(NC(=O)Cc1ccc(F)cc1)c1ccccc1Cl (stereo not given)	4	-3	4	-19	10

item	TbHK1 inh	p97 inhibitor	EP2 antag	Furin inhibitor
44	-5	-4	6	-17
21	-1	2	7	-9
43	4	-1	11	-24[20 µM]
48	33	-2	8	-3

# Following part.
item	mol	Ba/F3 V617F tox	RBBP9 inh	PPC-1+TRAIL kill	p47phox inh	BaF3 parental
49	S=C(NCc1ccco1)Nc1ccccc1Cl	6	-6	3	7	-3
50	Cc1ccc(S(=O)(=O)N2CCCOC2CNC(=O)C(=O)NCCc2c[nH]c3ccccc23)cc1 (stereo not given)	-1	-8	26	-23	6
51	CC(C)Sc1nc(N2CCOCC2)c2c(c1C#N)CC(C)(C)N(C)C2	1	5	30	5	8
52	CCOC(=O)c1c(NC(C)=O)sc2c1C1CCN2CC1	2	-10	/	/	5
53	COc1ccc(C(c2c(C)[nH]n(-c3ccccc3)c2=O)c2c(C)[nH]n(-c3ccccc3)c2=O)cc1OC	1	-7	9	-7	0
54	COc1cccc(-c2nnc(NC(=O)c3ccccc3Br)o2)c1	/	/	-9	-7	/
55	CN(CCCC1CCCC1)C(=O)CCc1nnc(-c2ccccc2)o1	-1	0	7	-3	6
56	CCSc1nc(N)c2c(C)c(C)sc2n1	2	-7	30	-5	2
57	Cn1nnc(NCc2cc(Br)ccc2OCc2ccccc2F)n1	-3	-8	-9	0	-3

item	TbHK1 inh	p97 inhibitor	EP2 antag	Furin inhibitor
49	7	-3	8	-7
50	-4	-4	10	-16
51	-16	-2	11	-23[20 µM]
52	-7	-2	10	-5[20 µM]
53	30	30*	16	-2
54	-9	/	11	-27
55	-5	-3	11	3
56	5	-5	11	0[20 µM]
57	-1	2	0	-3

# Some of the compounds tested; count on the stated rates, not on these rows.
